F508del corr = correctors of CFTR F508del function in bronchial epithelial cells; CFBE cells, YFP halide quenching; stimulated with forskolin plus potentiator P3; % fluorescence drop versus neutral controls; activity (quench increase), % at 7.58 µM; 350,000 tested, 0.36% active; AID 720511;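 active means mean added fluorescence quench of at least 8% versus neutral control, with both replicates also reaching 8%; inconclusive means only one of the mean or replicate conditions met; inactive means mean below 8% and not both replicates reaching 8%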;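 further: cells transiently co-express mutant CFTR-F508del with the halide-sensitive YFP; corrector assay measuring rescue of mutant channel to the surface after 24 h compound exposure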
CASP6 VEID inh = caspase-6 (human) enzyme inhibition; P55212; purified caspase-6, Z-VEID-R110 cleavage fluorescence; inhibition, % at 12.5 µM; 350,000 tested, 0.53% active; AID 686996;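 active means mean inhibition across replicates at least about 35%, with every replicate also reaching that limit, limit read from the data; inconclusive means only one of the two criteria met; inactive means neither criterion met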;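 further: 0% = median of neutral control wells and 100% = no fluorescence left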
RAD52 inh = blocks human RAD52 DNA annealing; P43351; recombinant RAD52 DNA annealing, FRET fluorescence; inhibition, % at 18.7 µM; 360,000 tested, 0.46% active;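 active means every replicate showing at least 50% inhibition; inconclusive means mean inhibition at least 50% but not in every replicate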
Target sequence (P43351 whole entry, looked up): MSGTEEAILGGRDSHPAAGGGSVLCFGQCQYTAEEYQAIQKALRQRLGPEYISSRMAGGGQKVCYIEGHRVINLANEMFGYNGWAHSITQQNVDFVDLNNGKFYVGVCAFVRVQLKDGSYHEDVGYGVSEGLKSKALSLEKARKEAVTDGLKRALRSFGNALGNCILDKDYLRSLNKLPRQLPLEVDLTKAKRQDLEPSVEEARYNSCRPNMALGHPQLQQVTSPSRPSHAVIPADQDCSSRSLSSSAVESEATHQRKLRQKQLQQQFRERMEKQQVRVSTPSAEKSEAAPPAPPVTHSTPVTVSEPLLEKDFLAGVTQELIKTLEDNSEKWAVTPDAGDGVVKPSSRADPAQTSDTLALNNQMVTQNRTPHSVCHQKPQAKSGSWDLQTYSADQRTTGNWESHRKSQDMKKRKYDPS
E-selectin induc = E-selectin induction on HUVECs. P16581. HUVEC E-selectin immunofluorescence imaging; normalized: neutral wells 0, TNF-alpha wells 100. activation, % at 7.58 µM. 260,000 tested, 0.37% active;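 active means mean E-selectin-positive cell signal at least 10% of the positive control, reached in at least 60% of replicates, without over 20% cell loss; inconclusive means no rule given, readout overlaps actives, possibly toxicity-flagged; inactive means the rest, including those meeting only one limit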;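 further: in these data hits start at about 27%; measured in HUVEC primary endothelial cells; signal is the percent of cells scored E-selectin positive by PE staining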
Target sequence (P16581 whole entry, looked up): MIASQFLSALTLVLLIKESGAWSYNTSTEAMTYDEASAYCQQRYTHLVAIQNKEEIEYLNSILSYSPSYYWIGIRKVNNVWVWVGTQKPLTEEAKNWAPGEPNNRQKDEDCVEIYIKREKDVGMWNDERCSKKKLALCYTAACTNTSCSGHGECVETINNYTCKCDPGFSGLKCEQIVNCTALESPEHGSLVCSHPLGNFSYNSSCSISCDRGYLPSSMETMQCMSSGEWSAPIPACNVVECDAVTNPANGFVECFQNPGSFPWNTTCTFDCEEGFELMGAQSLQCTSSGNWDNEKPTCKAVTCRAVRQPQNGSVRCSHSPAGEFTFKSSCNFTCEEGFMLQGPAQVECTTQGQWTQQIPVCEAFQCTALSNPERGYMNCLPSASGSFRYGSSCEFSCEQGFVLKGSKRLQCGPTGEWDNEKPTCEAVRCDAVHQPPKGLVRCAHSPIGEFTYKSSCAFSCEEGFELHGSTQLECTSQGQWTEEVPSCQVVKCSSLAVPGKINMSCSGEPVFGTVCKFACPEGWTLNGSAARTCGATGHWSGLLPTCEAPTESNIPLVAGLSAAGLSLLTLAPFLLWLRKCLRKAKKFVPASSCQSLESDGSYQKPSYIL
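Test system: HUVEC | Signal: Immunofluorescence imaging | Read-out: Percent E-selectin-positive cells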
Xi reactivation = X-chromosome reactivation activator; 360,000 tested, 0.055% active; activation, % at 7.58 µM; XiGFP mouse fibroblasts, % GFP-positive cells imaging, 3 d; cells co-treated with 5-aza-dC sensitizer; scaled so ellipticine positive control = 100%; AID 743238;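 active means mean normalized replicate activation at least 10% and every replicate at or above 10%; inconclusive means only one of the two criteria met; inactive means mean below 10% and not all replicates reach 10%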;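 further: 0% = median of on-plate neutral control wells and 100% = ellipticine 6 µM median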
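System: XiGFP fibroblasts, SV40-immortalized. Medium: DMEM plus 5-aza-dC sensitizer. Doses: single point. Timing: 3 d treatment, 15 min room-temperature fixation. Control set: ellipticine 6 µM.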
RAD54 branch = RAD54 (human) branch migration inhibition; RAD54 Holliday junction branch migration, FAM/BHQ fluorescence; inhibition, % at 10.4 µM; 360,000 tested, 0.14% active; Q92698; AID 602329;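 active means mean normalized replicate activity at least 40 and at least half of replicates scoring 40 or more; inconclusive means only one of the two criteria met; inactive means mean below 40 and under half of replicates reaching 40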;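 further: 0% = median of neutral control wells and 100% = median of positive control wells; inhibitors cause a drop in the FAM fluorescence signal; in these data hits start at about 50%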
GSIS activator = GLuc luminescence reporter in INS-1E cells, primary screen for activators of glucose-dependent secretion of insulin. INS-1E GLuc reporter insulin secretion, 2-3 h. activation, % at 16.6 µM. 370,000 tested, 0.61% active. AID 743287;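 active means lowest replicate activation of at least 40%, so every replicate reaches that level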;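 further: 0% = median of neutral control wells and 100% = median of IBMX positive control wells; some compounds called inactive have numbers as strong as hits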
DENV2 CPE = DENV2-induced cell death inhibition. DENV2-infected cells, cytopathic effect rescue, plate reader. CPE inhibition, % at 9.99 µM. 350,000 tested, 1.7% active. AID 651640; in the data active means CPE inhibition above about 20%, passing the limit was not always enough; inconclusive means no clear call, values can overlap the other calls; tested in BHK-21 cells;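 further: 0% = median of neutral control wells and 100% = median of positive control wells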
Starred values were filed as active, the others as inactive; ? = inconclusive; . = no result given. Not a hit list. Share with any hit: about 3.7%.

SMILES | F508del corr | CASP6 VEID inh | RAD52 inh | E-selectin induc | Xi reactivation | RAD54 branch | GSIS activator | DENV2 CPE
CCOc1ccc(C2/C(=C(\O)c3ccc4c(c3)OCCO4)C(=O)C(=O)N2CCCN2CCOCC2)cc1OC (stereo not drawn) | 0.5 | 5.0 | -30.4 | . | 0.1 | 5.3 | -5.1 | 0.0
CCC(=O)N1[C@H](CO)[C@@H](c2ccc(C3=CCCC3)cc2)[C@@H]1CNC(=O)CN(C)C | 2.3 | . | . | 0.3 | 0.2 | 8.1 | 6.3 | -3.3
CC(=O)Nc1ccc2c(c1)C(=O)N(C)[C@@H]1CC[C@@H](CC(=O)NCc3ccccc3Cl)O[C@H]1CO2 | 0.4 | -1.1 | 4.2 | 0.1 | 0.2 | 10.1 | -9.3 | -9.3
C[C@H](CO)N1C[C@H](C)[C@@H](CN(C)CC2CCCCC2)Oc2ccc(NS(=O)(=O)c3cn(C)cn3)cc2C1=O | -2.0 | 1.6 | 6.9 | . | 0.9 | -6.5 | -2.9 | 4.4
CN(c1ccc(O)cc1)c1nc(-c2cccnc2)cs1 | 3.6 | -1.3 | -5.3 | . | 0.0 | 3.6 | -9.9 | 1.3
C[C@@H]1CN([C@H](C)CO)C(=O)c2cc(NC(=O)CCCCCC(=O)Nc3ccccc3N)ccc2O[C@@H]1CN(C)Cc1ccc(C(F)(F)F)cc1 | 2.8 | -3.2 | -6.5 | -3.9 | 0.4 | . | -27.9 | 1.2
C[C@H](CO)N1C[C@H](C)[C@@H](CN(C)Cc2ccncc2)Oc2cc(-c3ccccc3)ccc2S1(=O)=O | 2.8 | -1.5 | 8.9 | . | -0.2 | -6.0 | 7.0 | -5.8
COc1ccc(OCc2cc(C(=O)NC(C)Cc3cccnc3)no2)c(Cl)c1 (stereo not drawn) | -2.7 | -8.8 | 1.0 | . | 0.0 | 11.1 | -3.0 | -2.6
Cc1cc(C(=O)Nc2cccc3c2O[C@@H](CN(C)S(=O)(=O)c2ccc(F)cc2)[C@@H](C)CN([C@H](C)CO)C3=O)n(C)n1 | 0.0 | 1.2 | -0.4 | ? | 0.1 | -0.7 | -12.6 | ?
CO[C@H]1CN(C)C(=O)c2ccc(NC(=O)C3CCC3)cc2OC[C@@H](C)N(Cc2nccs2)C[C@@H]1C | 1.6 | 1.5 | 0.0 | -0.1 | 0.0 | 3.7 | -9.4 | 5.6
C[C@@H]1CN([C@@H](C)CO)C(=O)c2cccc(NC(=O)C3CCOCC3)c2O[C@H]1CN(C)CC1CCCCC1 | -0.2 | 3.3 | 4.2 | 3.8 | -0.3 | 7.8 | 18.9 | 6.2
COc1cc2c(cc1OC)CN(C(=O)CNC(=O)c1ccc(OC(F)F)cc1)CC2 | -1.5 | -2.2 | -2.6 | -0.3 | 0.0 | -0.7 | -3.6 | 2.9
CCN(CC)CCCN1C=C2C(=O)C(C)(OC(=O)C3CCCC3)C(=O)C(c3ccccc3)=C2C=C1CCCC(=O)OC (stereo not drawn) | -3.3 | 6.2 | -34.4 | ? | 1.0 | -10.9 | 8.6 | -0.2
COc1ccc(CN(C)C[C@@H]2OCCCC[C@H](C)Oc3ccc(NC(=O)NC4CCCCC4)cc3C(=O)N([C@H](C)CO)C[C@H]2C)cc1 | -2.5 | 1.2 | 25.7 | -0.1 | 0.0 | 2.7 | -17.5 | -3.6
O=C(O)Cn1nc(C(F)(F)F)c2c1CCCC2 | 1.5 | 1.5 | -7.2 | . | 0.0 | . | 10.4 | -1.3
COc1cccc(CN2CCNC(=O)C2CC(=O)NCCn2nc(C)cc2C)c1OC (stereo not drawn) | 4.5 | 1.4 | -13.5 | -0.2 | -0.3 | -8.1 | 10.9 | 11.4
CCCCc1ccc(NC(=O)Nc2cccnc2)cc1 | -1.2 | 3.8 | -7.9 | 0.2 | -0.2 | -3.8 | -38.9 | -9.2
Cc1noc(C)c1S(=O)(=O)N(C)C[C@@H]1OCCCC[C@@H](C)Oc2ccc(NS(=O)(=O)c3cccs3)cc2C(=O)N([C@H](C)CO)C[C@@H]1C | -1.1 | 1.1 | 34.7 | 0.1 | -1.2 | 1.0 | 5.2 | -13.5
CCNC(=O)C[C@@H]1CC[C@H]2[C@@H](COC[C@@H](O)CN2S(=O)(=O)c2ccccc2F)O1 | 2.7 | -94.3 | 15.9 | 0.0 | -0.2 | -15.3 | 24.8 | 23.0*
CCn1c(SCc2nc3ccccc3s2)nc2cc(S(=O)(=O)N3CCOCC3)ccc21 | -1.9 | 0.5 | -59.9 | 0.8 | 0.4 | -3.6 | 2.6 | -3.3
CCN1CCN(c2ccc(NC(=O)c3cc(OC)c(OC)c(OC)c3)cc2)CC1 | -3.5 | -1.5 | 0.2 | 0.2 | 0.1 | -1.4 | -7.7 | -0.1
COc1ccc(OC)c(NC(=O)CN2c3cccc4cccc(c34)S2(=O)=O)c1 | 0.5 | -2.1 | -12.4 | . | -0.1 | 11.1 | -1.9 | -7.3
COc1ccc(C(=O)NCC(c2ccco2)N2CCCC2)cc1S(=O)(=O)N1CCCCC1C (stereo not drawn) | 3.0 | 52.6* | -34.9 | 0.0 | 0.8 | 2.4 | -28.1 | 2.2
COc1ccc(-c2cc(C(=O)Nc3cccnc3Cl)no2)cc1 | -2.8 | -2.3 | 1.6 | . | 0.1 | -3.7 | 15.2 | 11.0
CCOC(=O)c1ccc(NC(=O)CSc2nnc(CC)o2)cc1 | -1.1 | 1.8 | -2.5 | -0.2 | 0.0 | -0.8 | 3.7 | 7.7
CC(C)C#Cc1ccc2c(c1)O[C@@H](CN(C)C(=O)Nc1ccccc1)[C@H](C)CN([C@@H](C)CO)S2(=O)=O | 3.2 | 0.4 | 1.1 | . | -0.1 | 3.1 | -25.2 | -3.8
COc1ccc(-c2ccc(CN3C(C(C)C)C(=O)N(Cc4cn(Cc5ccco5)nn4)CCS3(=O)=O)cc2)cc1OC (stereo not drawn) | -5.1 | 11.2 | -10.8 | -0.2 | -0.1 | -17.8 | 6.3 | -4.7
Cc1ccc(S(=O)(=O)N2C(=O)CCC2C(=O)O/N=C(\N)c2ccc([N+](=O)[O-])cc2)cc1 (stereo not drawn) | 1.7 | 1.0 | -5.7 | 0.3 | 0.6 | -7.2 | 3.1 | -1.8
Cc1nn(-c2ccc(Cl)cc2)c2[nH]c(CCl)cc(=O)c12 | 0.6 | 1.1 | -13.2 | . | 0.1 | 5.6 | 3.3 | 4.6
Cc1cc(C)n(CC(O)COc2ccc(C(C)(C)C)cc2)n1 (stereo not drawn) | 1.2 | -0.3 | 1.2 | . | 0.0 | -4.5 | -15.1 | 2.1
CCC(=O)Nc1ccc2c(c1)OC[C@@H](C)N(C(=O)CN1CCOCC1)C[C@@H](C)[C@@H](OC)CN(C)C2=O | . | 0.3 | 14.5 | -0.2 | 0.2 | 2.6 | 1.8 | 10.3
COC(=O)C1CCCN1S(=O)(=O)c1ccc([N+](=O)[O-])cc1 (stereo not drawn) | -3.5 | -1.0 | -1.1 | -0.1 | 0.1 | -13.8 | 9.8 | -3.7
Cc1onc(-c2ccccc2Cl)c1C(=O)N1CCN(c2ccc(F)cc2)CC1 | -1.4 | 1.1 | -6.9 | . | -0.1 | -1.0 | -13.9 | -1.9
Cc1ccc(CCNC(=O)CNS(=O)(=O)c2ccc3nc(C)sc3c2)cc1 | 0.1 | -1.1 | -9.5 | 0.2 | 0.0 | -10.7 | 41.0 | 11.9
O=C(COC(=O)c1cncc(Br)c1)Nc1ccc(N2CCCCC2)cc1 | -2.0 | -1.2 | -13.8 | 0.2 | 0.2 | 4.8 | -7.9 | 4.6
CCN(CC)CCCN1C(=O)C(=O)/C(=C(/O)c2ccc(OC)cc2)C1c1ccco1 (stereo not drawn) | -1.0 | -7.7 | -27.1 | . | -0.1 | -14.3 | -27.0 | 2.7
Cc1ccc(S(=O)(=O)N2[C@@H](CO)CO[C@H]2CC(=O)c2ccccc2)cc1 | -2.4 | -2.6 | -6.4 | -1.5 | . | . | -0.6 | -1.9
CN1[C@@H]2c3ccc(/C=C/c4ccccc4)c(=O)n3C[C@H]1[C@H](CO)[C@H]2C(=O)NC1CCCCC1 | -0.6 | 1.4 | 0.7 | 0.3 | 0.1 | . | -10.0 | -2.0
CCn1c2ccccc2c2cc(NC(=O)C(C)OC(=O)c3ccc(NC(=O)CC#N)cc3)ccc21 (stereo not drawn) | -8.4 | -2.5 | -14.5 | 1.0 | 1.6 | -8.6 | 25.9 | 0.1
Nc1nc(SCc2cccnc2)c2ncn(C3OC(CO)C(O)C3O)c2n1 (stereo not drawn) | 1.0 | -2.6 | 0.1 | -0.1 | 0.0 | 4.4 | . | 5.4
COCC(=O)N(C)C[C@@H]1Oc2cc(-c3ccccc3)ccc2S(=O)(=O)N([C@H](C)CO)C[C@@H]1C | 0.6 | 0.9 | -10.9 | -0.2 | -1.1 | -8.2 | 13.2 | -4.1
CSc1c(C#N)sc(=S)n1-c1ccc(C)cc1 | -1.8 | -2.5 | -19.2 | . | 0.0 | 2.1 | 18.8 | ?
COc1ccc(S(=O)(=O)N(C)C[C@H]2Oc3c(NC(=O)Nc4ccc(C(F)(F)F)cc4)cccc3C(=O)N([C@H](C)CO)C[C@H]2C)cc1 | 1.7 | 0.3 | -3.7 | . | -1.0 | 6.9 | -2.6 | 2.2
CCOc1ccc(CCN2C(=O)C(=O)N([C@@H](CC(C)C)CN3CCC[C@H]3CN3C(=O)C(=O)NC[C@@H]3CC(C)C)C[C@@H]2Cc2ccc(O)cc2)cc1 | -4.1 | 2.6 | -3.9 | -0.1 | 0.0 | . | 2.0 | 2.9
CC(C)NC(=O)Nc1ccc2c(c1)C(=O)N([C@@H](C)CO)C[C@H](C)[C@H](CN(C)C(=O)NC(C)C)OCCCC[C@@H](C)O2 | -2.8 | -2.9 | -2.8 | . | 0.1 | 10.2 | 19.5 | -4.1
CCn1c(C(Cc2ccccc2)NC(=O)COC)nc2ccccc21 (stereo not drawn) | 0.0 | -0.1 | 0.4 | 0.1 | -0.1 | 6.6 | . | -8.0
C[C@H]1CN([C@@H](C)CO)C(=O)c2cc(NC(=O)CCCN(C)C)ccc2O[C@H]1CN(C)S(C)(=O)=O | 0.6 | -2.1 | -4.3 | ? | -0.1 | -10.4 | 1.5 | 1.5
O=C1CN(S(=O)(=O)c2ccccc2)C[C@H]2[C@@H](c3ccc(C#Cc4ccccc4)cc3)[C@H](CO)N12 | 1.8 | . | -23.6 | 0.1 | 0.4 | . | -6.8 | -3.0
O=[N+]([O-])c1cc(/C=N/Nc2nc3ccccc3[nH]2)c(O)cc1O | . | 60.9* | -13.6 | 6.8 | -0.1 | . | -72.4 | 4.5
COc1ccc(S(=O)(=O)Nc2cccc3c2O[C@H](CN(C)C(=O)Nc2cccc4ccccc24)[C@@H](C)CN([C@H](C)CO)C3=O)cc1 | -1.7 | . | . | 27.6* | -1.0 | . | -4.1 | .
O=C(NCCc1ccc(O)c(Br)c1)c1ccc(Br)o1 | 2.3 | -1.9 | -1.2 | 0.1 | 0.0 | . | . | -1.7
Cc1cc(C)cc(C(=O)Nc2ccncc2)c1 | 3.5 | -1.2 | -3.0 | . | 0.0 | 4.9 | 3.7 | -2.2
Cc1ccc(Sc2ncccc2N)cc1 | -1.6 | 0.9 | -15.5 | 0.3 | -0.1 | -6.8 | -43.7 | ?
CCOc1ccc(/C=C(/C#N)c2nnc(N3CCOCC3)n2-c2ccccc2)cc1OC | -1.5 | 2.9 | -22.3 | -0.5 | 0.0 | -6.5 | . | -0.7

Screening data from PubChem.
